Compound activity from PubChem.
SMARCA2 activ: SMARCA2 function activation, primary screen; MG213 cells, MMTV-luciferase reporter, dexamethasone, overnight; activation, % at 9.1 µM; hit rate 1% among 370,000; AID 652017; in the data active = activation above about 7.8%;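 note: 0% = vehicle wells and 100% = reference activator wells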
GC-B act: GC-B (human) receptor activation; hit rate 0.11% among 370,000; activation, % at 10 µM; HEK293-GC-B cells, CNP EC30, cGMP TR-FRET; 0% at EC30 CNP, 100% saturating CNP;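 active = activation at 10 µM reaching about 35% in either raw or pattern-adjusted values, limit read from the data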
ARFGAP1 inhibitor: inhibits rat ARF GTPase activating protein 1; inhibition, % at 16.5 µM; hit rate 0.26% among 360,000; Q62848; Arfgap1-stimulated ARF1 GTP hydrolysis, GDP FP detection; AID 651572;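 active = inhibition above a per-plate limit, mean inhibition of low control wells plus 3 SD, cut at about 25% in these data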;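 note: 0% = DMSO wells with enzyme and 100% = wells lacking Arfgap1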
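Assay system: Rat Arfgap1 GAP domain (His6, aa 1-136), purified enzyme | Buffer or medium: HEPES 25 mM pH 7.5, NaCl 150 mM, MgCl2, DTT | Schedule: GTP hydrolysis reaction 2 h at 25 °C | Signal: FP of antibody-bound GDP Alexa 633 tracer, ex 620/em 688 nm | Measure: Percent inhibition of Arfgap1-stimulated GTP hydrolysis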
HTRA1 inhibitor: HTRA1 (human) protease inhibition | recombinant HTRA1, FP-rhodamine activity-based probe, fluorescence polarization | inhibition, % at 5.96 µM | Q92743 | AID 504803 | hit rate 0.5% among 340,000; in the data active = inhibition above about 36%;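 note: 0% = enzyme with DMSO and 100% = wells lacking enzyme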
GC-A act: GC-A (human) enzyme activation; P16066; HEK293 GC-A cells, cGMP TR-FRET, EC30 ANP; 0% at EC30 ANP, 100% saturating ANP; activation, % at 10 µM; hit rate 0.14% among 370,000; in the data active = activation above about 40%
mABHD4 FP: ABHD4 (mouse) inhibition, primary FP screen. Q8VD66. purified mABHD4, FP-Rh probe fluorescence polarization. hit rate 0.54% among 370,000. inhibition, % at 8.92 µM;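 active = inhibition exceeding the mean over every tested compound plus 3 SD, cut at about 30% in these data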;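 note: 0% = plate median of compound wells and 100% = S159A mutant with DMSO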
Target sequence (Q8VD66 whole entry, looked up): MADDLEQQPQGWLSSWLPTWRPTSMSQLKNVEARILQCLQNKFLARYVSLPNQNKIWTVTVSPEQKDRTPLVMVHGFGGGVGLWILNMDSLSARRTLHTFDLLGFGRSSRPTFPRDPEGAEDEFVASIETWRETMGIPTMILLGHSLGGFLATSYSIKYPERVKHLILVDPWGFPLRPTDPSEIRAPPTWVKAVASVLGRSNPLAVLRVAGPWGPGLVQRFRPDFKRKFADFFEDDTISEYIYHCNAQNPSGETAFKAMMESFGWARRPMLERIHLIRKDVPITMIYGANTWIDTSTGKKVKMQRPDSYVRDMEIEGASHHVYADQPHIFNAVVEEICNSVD
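Assay system: mouse ABHD4 enzyme, wild type / Also added: fluorescent activity-based probe FP-Rh / Doses: single nominal dose of 8.92 µM, 0.89% DMSO final / Timing: 45 min compound pre-incubation plus 60 min probe step, 25 °C / Signal: FP readout, ex 525 nm / em 598 nm / Control set: S159A mutant/DMSO as 100%, compound-well median as 0%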
Rev-erbA mod: modulators of human Rev-erb alpha DNA binding. activity, % at 10 µM. Rev-erbα–FITC-DNA binding, fluorescence polarization, 90 min. hit rate 0.79% among 370,000. P20393;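 active = activity above about 14%, limit read from the data; passing the limit was not always enough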;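 note: 0% = DMSO wells with 35 nM protein and 100% = DMSO wells with 750 nM protein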
Target sequence (P20393 whole entry, looked up): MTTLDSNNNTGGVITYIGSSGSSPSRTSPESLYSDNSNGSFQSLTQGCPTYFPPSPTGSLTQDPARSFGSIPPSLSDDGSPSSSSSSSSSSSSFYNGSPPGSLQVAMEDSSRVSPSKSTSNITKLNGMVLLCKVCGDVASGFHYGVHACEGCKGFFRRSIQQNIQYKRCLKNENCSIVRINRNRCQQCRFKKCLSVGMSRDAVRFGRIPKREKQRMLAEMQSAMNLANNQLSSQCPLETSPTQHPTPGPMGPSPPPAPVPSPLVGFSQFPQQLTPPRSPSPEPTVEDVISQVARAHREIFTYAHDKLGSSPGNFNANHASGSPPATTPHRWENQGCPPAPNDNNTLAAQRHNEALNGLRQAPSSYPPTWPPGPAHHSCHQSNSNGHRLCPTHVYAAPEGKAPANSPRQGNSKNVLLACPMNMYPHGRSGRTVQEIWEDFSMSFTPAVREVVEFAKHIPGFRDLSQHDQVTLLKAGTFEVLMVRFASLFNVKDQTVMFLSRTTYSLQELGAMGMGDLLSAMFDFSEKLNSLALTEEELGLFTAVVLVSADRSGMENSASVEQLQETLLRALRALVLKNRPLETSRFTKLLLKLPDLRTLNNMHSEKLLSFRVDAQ
ASAP1 GAP inh: inhibitors of human ASAP1 ArfGAP activity; Q9ULH1; ASAP1-stimulated ARF1 GTP hydrolysis, GDP FP detection; inhibition, % at 16.5 µM; hit rate 0.19% among 360,000; AID 624377; in the data active = inhibition above about 25%;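 note: 0% = vehicle with enzyme and substrate and 100% = no enzyme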
rCAG RNA binder: binds r(CAG) RNA repeats | r(CAG) RNA repeat, TO-PRO-1 dye displacement fluorescence | inhibition, % at 3 µM | hit rate 1.3% among 370,000;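 active = inhibition above the plate cutoff, the mean of all test compounds on that plate plus 3 SD, cut at about 35% in these data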;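 note: 0% = DMSO alone and 100% = 100 µM mitoxantrone as full dye displacement; higher means more dye released from RNA so lower well fluorescence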
PG9 Ab binder: binds the HIV-1 gp120 antibody PG9; TR-FRET gp120-PG9 antibody binding; inhibition, % at 6.7 µM; hit rate 0.43% among 360,000; in the data active = inhibition above about 8.5%
Numbers without * were called inactive; x = not tested or not shown; & = joins results of further samples.

SMILES	SMARCA2 activ	GC-B act	ARFGAP1 inhibitor	HTRA1 inhibitor	GC-A act	mABHD4 FP	Rev-erbA mod	ASAP1 GAP inh	rCAG RNA binder	PG9 Ab binder
COC(=O)CSc1nnc(-c2ccoc2C)n1-c1ccc(C)cc1	-3	-7	6	-5	-9	-16	3	3	0	3.0
CCOc1cc(C(=O)NCc2ccncc2)cc(OCC)c1OCC	-2	4	10	2	1	1	7	4	-4	1.1
O=C(O)CCCCCNC(=O)/C=C/c1ccco1	3	1	-1	-1	2	-1	-1	-1	-1	-0.2
COc1ccc2c(c1)c(C(C)=O)c(C)n2-c1ccccc1	-3	-1	1	-4	-2	-11	3	-3	0	0.4
COc1ccc(Nc2nc3ccccc3nc2NS(=O)(=O)c2ccc(NC(C)=O)cc2)cc1	2	0	-8	5	-2	27	1	-7	80*	-2.6
COc1ccc(N2C(=O)CC(N3CCC(O)(c4cccc(C(F)(F)F)c4)CC3)C2=O)cc1 (centres undefined)	-1	-1	3	2	-2	-10	4	-10	-3	0.9
O=C(c1ccc(S(=O)(=O)Nc2ccccc2)cc1)N1CCOCC1	1	4	2	4	-2	2	-5	-7	1	1.1
Cc1ccc([N+](=O)[O-])cc1N	5	5	2	-2	-2	-3	0	-5	-2	0.2
Cc1ccccc1-n1ncc2c1CC(C)(C)CC2NC(=O)CCC1=NNC(=O)CC1 (centres undefined)	-4	-1	-8	10	3	-17	-2	6	-3	-0.7
COc1ccc(CNC(=O)c2ccccc2NC(=O)C2=C(C)OCCS2)cc1	-3	1	4	-8	0	2	4	-13	1	0.7
O=c1[nH][nH]c(=O)c2cc([N+](=O)[O-])ccc12	-2&-3	2&-3	0&1	6&-4	0&5	8&1	3&-9	-1&10	0&1	0.1&-1.8
CN(CC(=O)Nc1ccc2c(c1)OCCO2)Cc1nc2ccccc2c(=O)[nH]1	-1	0	4	2	-3	2	-3	-7	0	-0.5
COc1ccc(S(=O)(=O)N2CN(CCc3ccc(OC)c(OC)c3)c3nc4ccccc4nc32)cc1	-2	6	3	7	7	0	-6	-6	6	-1.1
Cc1ccc(C)c(Nc2c([N+](=O)[O-])ccc3nonc23)c1	1	8	-2	-1	2	2	5	-2	-1	-3.2
O=c1c2c3c(sc2nc2n1CCCCC2)CCCC3	4	2	-1	8	-1	12	0	4	-2	0.4
Cc1ccc(S(=O)(=O)NCC(=O)N(CC(=O)NCc2ccco2)Cc2ccc3c(c2)OCO3)cc1	1	3	-3	-2	1	5	8	4	-3	1.7
OCCC#Cc1ccc(CN2CCN(Cc3ccsc3)C(CCO)C2)cc1 (centres undefined)	-1	3	5	1	6	-2	-7	-6	-8	-0.4
Cc1cnc(CN(C)C(=O)C2CCC(=O)N(CCc3cccc(F)c3)C2)[nH]1 (centres undefined)	-1	1	-11	2	3	3	3	6	0	-0.8
CN(CC(=O)Nc1ccccc1C(F)(F)F)C(=O)Cc1ccc(S(=O)(=O)N2CCOCC2)s1	-1	1	11	-10	1	4	-4	7	0	-0.2
O=C(Nc1cccc2nsnc12)c1ccc(F)cc1	3	-3	7	-3	16	-1	2	-8	1	-3.1
CCCc1[nH]n(-c2nc3ccccc3s2)c(=O)c1C=NCCCN(CC)CC	5	0	-3	5	-1	-2	-4	7	7	-2.7
Cc1ccc(-c2nc3ccc(Br)cn3c2Cc2ccsc2)cc1	-2	-6	-13	x	3	-1	-5	-1	18	1.8
O=C(NC(c1ccccc1)c1ccccn1)c1cccc([N+](=O)[O-])c1 (centres undefined)	-4	-1	4	x	-2	-2	-1	9	-7	-1.5
CCN1C(=O)c2ccccc2S(=O)(=O)c2ccc(C(=O)NCc3cccnc3)cc21	4	-3	8	5	0	3	-1	-2	-1	0.2
c1ccc(-c2nc3ccccc3nc2N2CCOCC2)cc1	0	2	4	-2	-2	-13	4	3	1	2.1
Cn1c(N)c(C(=O)COC(=O)COc2ccc3ccccc3c2)c(=O)n(C)c1=O	2	2	-5	-11	8	-2	1	-10	1	-2.0
Cc1nc2scc(C)n2c(=O)c1S(=O)(=O)Nc1ccc(N2CCOCC2)c(Cl)c1	1	-9	-10	13	1	-1	2	-14	1	-2.1
O=C(CCn1c(=S)oc2ccccc21)Nc1ccccc1F	-2	-2	0	-4	0	-7	-4	10	-1	-0.4
Cc1nc(C)c(NC(=O)OC(C)C)cc1NC(=O)OC(C)C	-1	6	0	5	1	9	5	2	0	-1.7
CN(C(=O)CSC1=NC2C(N=N1)c1cc(Br)ccc1N2C)C1CCCCC1 (centres undefined)	-3	x	-1	-2	x	1	x	-14	1	-0.1
CCc1ccc2c(c1)C1(NN=C(c3ccccc3)S1)C(=O)N2 (centres undefined)	2	-4	-5	61*	4	27	4	-10	16	-1.5
O=C1CSC(=S)N1CC1CCCO1 (centres undefined)	5	5	-1	-25	5	-93	-9	16	1	-2.1
COc1cccc(NC(=O)C(c2ccccc2)N2CCN(CC(=O)N3CCOCC3)CC2)c1 (centres undefined)	2	-9	-10	-8	-8	-9	2	-21	3	1.7
Cc1ccccc1NC1=NCC(c2ccc([N+](=O)[O-])cc2)S1 (centres undefined)	1	-2	-5	-3	-3	-1	-7	-6	1	5.9
COc1ccc(C)c2sc(N(CCCN(C)C)C(=O)c3ccc4c(c3)OCCO4)nc12	0	-16	-10	2	-20	-2	2	-3	-2	-1.7
O=C(NC1CC2CCC(C1)N2Cc1ccccc1)c1ccccc1Br (centres undefined)	-2	3	7	9	3	2	-8	6	1	-2.0
COc1cccc2cc(CC(=O)c3ccccc3)c(=O)oc12	0	5	-3	3	6	-2	6	1	5	1.2
S=C(NC1CCCC1)N1CCN(c2ccccn2)CC1	-3	10	3	3	2	4	0	-7	-1	-0.6
CCCN(CCC)Cc1cc(=O)oc2cc3c(cc12)CCC3	-3	3	0	-5	-7	-2	-3	2	0	-0.5
Nc1ccc(S(N)(=O)=O)cc1N	5	-9	-9	1	2	12	-2	2	16	-10

At a glance, part of the list above.
SMILES	SMARCA2 activ	GC-B act	ARFGAP1 inhibitor	HTRA1 inhibitor	GC-A act	mABHD4 FP	Rev-erbA mod	ASAP1 GAP inh	rCAG RNA binder	PG9 Ab binder
CCCc1[nH]n(-c2nc3ccccc3s2)c(=O)c1C=NCCCN(CC)CC	5	0	-3	5	-1	-2	-4	7	7	-2.7
Cc1ccc(-c2nc3ccc(Br)cn3c2Cc2ccsc2)cc1	-2	-6	-13	x	3	-1	-5	-1	18	1.8
O=C(NC(c1ccccc1)c1ccccn1)c1cccc([N+](=O)[O-])c1 (centres undefined)	-4	-1	4	x	-2	-2	-1	9	-7	-1.5
CCN1C(=O)c2ccccc2S(=O)(=O)c2ccc(C(=O)NCc3cccnc3)cc21	4	-3	8	5	0	3	-1	-2	-1	0.2
c1ccc(-c2nc3ccccc3nc2N2CCOCC2)cc1	0	2	4	-2	-2	-13	4	3	1	2.1
Cn1c(N)c(C(=O)COC(=O)COc2ccc3ccccc3c2)c(=O)n(C)c1=O	2	2	-5	-11	8	-2	1	-10	1	-2.0
Cc1nc2scc(C)n2c(=O)c1S(=O)(=O)Nc1ccc(N2CCOCC2)c(Cl)c1	1	-9	-10	13	1	-1	2	-14	1	-2.1
O=C(CCn1c(=S)oc2ccccc21)Nc1ccccc1F	-2	-2	0	-4	0	-7	-4	10	-1	-0.4
Cc1nc(C)c(NC(=O)OC(C)C)cc1NC(=O)OC(C)C	-1	6	0	5	1	9	5	2	0	-1.7
CN(C(=O)CSC1=NC2C(N=N1)c1cc(Br)ccc1N2C)C1CCCCC1 (centres undefined)	-3	x	-1	-2	x	1	x	-14	1	-0.1
CCc1ccc2c(c1)C1(NN=C(c3ccccc3)S1)C(=O)N2 (centres undefined)	2	-4	-5	61*	4	27	4	-10	16	-1.5
O=C1CSC(=S)N1CC1CCCO1 (centres undefined)	5	5	-1	-25	5	-93	-9	16	1	-2.1
COc1cccc(NC(=O)C(c2ccccc2)N2CCN(CC(=O)N3CCOCC3)CC2)c1 (centres undefined)	2	-9	-10	-8	-8	-9	2	-21	3	1.7
Cc1ccccc1NC1=NCC(c2ccc([N+](=O)[O-])cc2)S1 (centres undefined)	1	-2	-5	-3	-3	-1	-7	-6	1	5.9

The listing continues.
SMILES	SMARCA2 activ	GC-B act	ARFGAP1 inhibitor	HTRA1 inhibitor	GC-A act	mABHD4 FP	Rev-erbA mod	ASAP1 GAP inh	rCAG RNA binder	PG9 Ab binder
COc1cccc(NC(=O)CN(C)C(=O)Cn2cnc3ccccc3c2=O)c1	1	2	5	1	1	2	-3	-3	-5	0.0
O=C(c1ccc(=O)[nH]c1)N1CCN(S(=O)(=O)c2ccc3ccccc3c2)CC1	-4	4	12	-4	0	-4	4	-8	1	0.2
O=C(OCC#CCSc1nnc(-c2cccc3ccccc23)o1)c1ccc(Cl)cc1	0	0	-5	-5	1	2	4	0	5	0.4
Cc1ccc2oc(=S)n(C)c2c1	0	6	9	1	2	3	1	-1	2	-0.5
CCc1cccc(NC2c3ccccc3C(=O)N2c2cccnc2)c1 (centres undefined)	0	-12	1	1	-4	-4	0	-6	2	0.7
COc1ccc(-c2noc(CN3CCOCC3)n2)cc1OC	1	0	7	7	1	-2	-1	16	0	-1.5
c1csc(CNc2ncnc3ccc(-c4ccc5c(c4)OCO5)cc23)n1	x	16	x	x	19	8	-3	x	x	x
CCOC(=O)C(=CNNc1ccsc1C(=O)OC)C(=O)OCC	-4	-4	-3	-6	-2	-5	-3	-10	-3	-0.4
Cc1cc(C)c2nc(N3CCC(C(=O)NCc4cccnc4)CC3)sc2c1	3	-1	-4	12	1	0	-3	8	-4	-2.9
CC(=O)NS(=O)(=O)c1ccc(NC(=S)NC(=O)C2CCC2)cc1	-2	4	-7	2	4	1	-2	1	-1	0.4
CCN(CC)C(=O)[C@H]1C[C@H](CC(=O)NCc2ccc(OC)c(OC)c2)C(=O)N2CCc3c([nH]c4ccc(Cl)cc34)[C@]12C	-2	-5	14	-10	-1	0	-3	2	1	-0.3
COc1cccc2c1CCC1=CC(=O)CCC12C (centres undefined)	-3	10	2	7	-3	8	8	-6	6	0.4
CCO[C@@H]1OC(C(N)=O)=C[C@H](c2ccccc2)[C@H]1CCCO	-1	0	11	2	-3	6	-3	10	0	1.9
O=C(c1cccc(Br)c1)N1CCC(Oc2cccnc2)CC1	2	1	x	x	0	-2	-3	x	-2	x
